# Bioassay records as filed in PubChem BioAssay.
# TCR act: T cell receptor activation; primary human leukocytes, anti-CD3, IL-2 HTRF, 48 h; Potency, µM (series often up to 9.22 µM), inactives show at the highest dose activation of IL-2 secretion, actives largely listed as activators; 330,000 tested, under 10 active; AID 504894; further: % of control where 0% means no effect
#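 Using a-CD3 beads without co-stimulation, primary human leukocytes were exposed to compounds for 48 hr. An HTRF IL-2 kit measured the cytokine, with europium-to-d2 energy transfer producing emission at 665nm upon 320nm excitation.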
# A-T KAP1 phos: potential ataxia-telangiectasia treatments restoring KAP-1 phosphorylation; […] A-T fibroblasts, KAP-1 phosphorylation AlphaLISA; neocarzinostatin DNA damage 30 min before lysis; Potency, µM (series often up to 57.5 µM), for the others: at the top dose activation, usual class: activators; actives 0.19% (n = 320,000); further: potency means the concentration at half of the fitted maximal effect; % of control where 0% means no effect; nearly all actives have a fitted effect of over 45% in size
#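 hTERT-immortalized A-T patient fibroblasts ([…]), 500 cells/well in OPTI-MEM, 1% FBS, got compounds for 60 min, then NCS for 30 min at 37C. Lysates were then assayed for phospho-KAP-1 by AlphaLISA (anti-pKAP1 donor, anti-KAP1 acceptor beads), 6 hr at 25C.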
# a7 integrin act: activates integrin-mediated alleviation for muscular dystrophy; alpha7betagal myoblasts, beta-gal FDG fluorescence, 48 h; Potency, µM (series often up to 38.3 µM), inactives show top-dose activation, actives largely listed as activators; actives 0.064% (n = 350,000); AID 624291;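 further: potency means the concentration at half of the fitted maximal effect; 100% = response of the positive control SU9516; nearly all actives have a fitted effect of over 60% in size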
#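 alpha7betagal+/- myoblasts (passage 13, 250/well) treated 48 h at 37C with compounds at 1:260 dilution of DMSO stock. Lysed, then beta-galactosidase activity read as FDG fluorescence (ex 480/em 540) after 30 min, with pre-read for autofluorescence.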
# Mito fusion act: mitochondrial division inhibition or fusion activation; Potency, µM (series often up to 46.1 µM), without a hit: top-dose growth rescue (activation), usual class: activators; actives 0.23% (n = 320,000); S. cerevisiae fusion-defective mutant growth rescue, CellTiterGlo 48 h;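 further: potency means the concentration at half of the fitted maximal effect; % of control where 0% means no effect; nearly all actives have a fitted effect of over 45% in size; temperature-sensitive fusion mutants such as fzo1-1 at 37 °C on non-fermentable ethanol glycerol medium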
#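 Luminescent cell viability in 1536-well qHTS format served as the measure of rescued growth in ts fusion-mutant S. cerevisiae cultured on non-fermentable YPEG for 48 hours at 37C.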
# MBNL1-CUG inh: blocks human MBNL1 binding to CUG repeat RNA; Q9NR56; TR-FRET MBNL1-His/biotin-(CUG)12 binding, 665/545 ratio; Potency, µM (doses to about 57.5 µM), for inactives: at the highest dose activity change, negative = inhibition, most hits filed as inhibitors; actives 0.036% (n = 280,000); AID 2675; active means well fitted inhibition curve with a large enough effect in the signal ratio, with a control signal flat, not every such curve was filed as active; inconclusive means small, poorly fitted or top-dose-only effect, or effect the other way, or a change in a side signal; inactive means no such curve, though single readings can be large or run the other way; the % refers to the signal ratio; further: potency means the concentration at half of the fitted maximal effect; on the % scale 0 is the no-effect control and ±100 the full control effect
#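 Compound titration spanned 92 nM–58 uM against the MBNL1-His/biotin-(CUG)12 complex. After 60 min at room temperature with 5 nM streptavidin-XL665 and 0.055 ng/ul terbium anti-His, ratiometric 665/545 nm emission (Ex 340 nm) normalized to controls.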
# CXXC DNA block: MLL CXXC-DNA interaction inhibition. Q03164. MLL-CXXC / FITC-HOXA9 DNA fluorescence polarization. Potency, µM (top dose mostly 115 µM), for the others: at the top dose activity change, negative = inhibition, hits mostly inhibitors. actives 0.037% (n = 290,000). AID 2662; active means well fitted inhibition curve with a large enough effect in the polarisation, with a control signal flat, not every such curve was filed as active; inconclusive means small, poorly fitted or top-dose-only effect, or effect the other way, or a change in a side signal; inactive means no such curve, though single readings can be large or run the other way; the % refers to the polarisation; further: potency means the concentration at half of the fitted maximal effect
#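 Purified MLL-CXXC (added from a 7 uM solution) was preincubated 5 min at ambient with pinned compounds in 50 mM Tris-HCl pH 7.5, 50 mM NaCl, 1 mM DTT, 0.05% BSA. Fluorescein-labeled HOX-A9 DNA (50 nM solution) followed, 30 min, then polarization read.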
# TSHR antag: blocks TSH signaling through the human TSH receptor. TSHR-expressing cells, TSH-stimulated cAMP HTRF, 2 h; active compounds read low. actives 0.2% (n = 330,000). AID 504810. P16473. activity change, negative = inhibition, % at 11.5 µM;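 active means activity change below a set negative limit, meaning inhibition stronger than a set level, cut at about -70% in these data; inconclusive means activity change between two set negative limits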; further: on the % scale 0 is the no-effect control and ±100 the full control effect
# Target sequence (P16473 whole entry, looked up): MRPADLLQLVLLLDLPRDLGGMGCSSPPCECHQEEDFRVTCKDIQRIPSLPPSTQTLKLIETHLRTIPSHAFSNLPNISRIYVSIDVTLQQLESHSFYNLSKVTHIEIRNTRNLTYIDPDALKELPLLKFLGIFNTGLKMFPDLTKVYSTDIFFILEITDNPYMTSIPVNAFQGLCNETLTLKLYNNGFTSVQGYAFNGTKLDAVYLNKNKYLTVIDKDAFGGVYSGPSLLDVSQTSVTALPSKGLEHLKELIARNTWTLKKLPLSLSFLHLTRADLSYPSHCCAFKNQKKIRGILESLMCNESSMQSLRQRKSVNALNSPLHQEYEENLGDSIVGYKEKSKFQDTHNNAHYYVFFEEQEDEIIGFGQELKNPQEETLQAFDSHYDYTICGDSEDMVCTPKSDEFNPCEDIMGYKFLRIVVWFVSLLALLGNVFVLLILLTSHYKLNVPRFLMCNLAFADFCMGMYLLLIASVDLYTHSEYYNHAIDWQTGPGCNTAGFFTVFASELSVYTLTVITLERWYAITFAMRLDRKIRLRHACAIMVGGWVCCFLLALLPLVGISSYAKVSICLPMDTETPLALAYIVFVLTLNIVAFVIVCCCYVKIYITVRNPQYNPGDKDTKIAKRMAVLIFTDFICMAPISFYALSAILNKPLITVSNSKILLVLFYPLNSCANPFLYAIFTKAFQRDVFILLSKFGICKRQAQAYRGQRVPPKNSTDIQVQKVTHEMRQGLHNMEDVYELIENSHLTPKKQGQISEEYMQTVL
#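 Cell-based HTRF cAMP assay; TSHR cells + compound, TSH EC80 (4nM final), 2 h, 37 deg C. Lysis with anti-cAMP cryptate and cAMP-d2, 30 min RT, read 665/620 nm.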
# S-ASM inh: blocks human secretory acid sphingomyelinase. P17405. placental ASM, HMU-PC fluorogenic substrate, 60 min. Potency, µM (series often up to 57.5 µM), inactives show at the top dose activity change, negative = inhibition, most hits filed as inhibitors. actives 0.006% (n = 340,000); further: potency means the concentration at half of the fitted maximal effect
#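 HMU-PC0 cleavage (9 uM final) by human placental ASM, 60 min at 37 °C following 10 min compound exposure at RT; stopped at pH 10, fluorescence Ex 386/Em 447 nm.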
# TSG101-PTAP inh: blocks PTAP/TSG101 interaction to inhibit HIV-1 budding. Fluorescence polarization, FITC-PTAP peptide / Tsg101 binding. 340,000 tested, under 10 active. Potency, µM (titrated, usually from 115 µM), inactives show at the top dose activity change, negative = inhibition, hits mostly inhibitors. Q99816; active means well fitted inhibition curve with a large enough effect in the main read-out, with a control signal flat, not every such curve was filed as active; inconclusive means small, poorly fitted or top-dose-only effect, or effect the other way, or a change in a side signal; inactive means no such curve, though single readings can be large or run the other way; further: potency means the concentration at half of the fitted maximal effect; % of control where 0% means no effect
#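 Steps: Tsg101 binding domain dispensed (10 uM final), compounds pinned in DMSO, FITC-labeled PTAP-motif peptide added (50 nM final); after 20 min binding at room temperature, polarization measured.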
# Menin MLL FP TR: displaces Texas Red mutant MLL peptide from human menin | actives 0.23% (n = 270,000) | Menin + Texas Red MLL mutant peptide, fluorescence polarization | O00255 | Potency, µM (series often up to 61.6 µM), for inactives: top-dose FP activity change, negative = inhibition, usual class: inhibitors | AID 1768; active means well fitted inhibition curve with a large enough effect in the polarisation, with a control signal flat, not every such curve was filed as active; inconclusive means small, poorly fitted or top-dose-only effect, or effect the other way, or a change in a side signal; inactive means no such curve, though single readings can be large or run the other way; the % refers to the polarisation; further: potency means the concentration at half of the fitted maximal effect; % of control where 0% means no effect; many of its hits are not listed in these tables
# Active calls of the source: *; ? = inconclusive; / = not tested or not shown; [ ] = another dose, or the depositor's remark. Unless noted, the call rests on the fitted dose curve; in most records, active means well fitted curve in the direction sought with a large enough effect; inconclusive means small, poorly fitted or top-dose-only effect, or another doubt; inactive means no such curve, though single readings can be large; an effect the other way counts as inactive or inconclusive.
SMILES,TCR act,A-T KAP1 phos,a7 integrin act,Mito fusion act,MBNL1-CUG inh,CXXC DNA block,TSHR antag,S-ASM inh,TSG101-PTAP inh,Menin MLL FP TR
CCOC(=O)C1CCN(C(=O)C(C)Oc2ccc(C(=O)c3ccccc3)cc2)CC1 (stereo not drawn),0%,-6%,-6%,0%,/,/,-23,-1%,-1%,/
COc1ccccc1/C=C/CN1CCC(n2nccc2NC(=O)C2CC2)CC1,2%,1%,-6%,-2%,-6%,1%,19,3%,0%,1%
NC(=O)Cn1cnc2c(nnn2-c2ccc(F)cc2)c1=O,-3%,0%,7%,2%,-6%,-1%,-7,2%,3%,11%
CC(=O)Nc1ccccc1OCc1nnc(-c2ccccc2Cl)o1,/,13%,0%,-2%,-1%,0%,11,2%,-3%,9%
C=CCON1C(=O)c2ccccc2C1=O,10%,/,19%,-1%,9%,-4%,31,0%,2%,4%
C#CC[N+](CC)(CC)CC#Cc1cccc(Cl)c1,-13%,5%,-40%,1%,-2%,1%,-1,-2%,-7%,-2%
CCOC(=O)c1sc(NC(=O)c2ccc(C)s2)cc1C,-4%,-2%,6%,0%,40%[activator],-7%,7,26%,1%,?
O=C(COc1ccccc1)NNC(=O)c1ccc(Cl)cc1,7%,5%,-17%,-2%,/,/,11,-1%,-3%,/
Cn1cccc1/C=N/N1CCN(Cc2ccccc2Cl)CC1,1%,28%,7%,-5%,10%,-9%,4,-6%,-3%,/
Cc1c(O)nc(SCC(=O)Nc2ccc3c4c(cccc24)CC3)n(-c2ccc(F)cc2)c1=O,4%[46.1 µM],-1%,-6%,-3%,/,-1%,-8,-1%,-4%,15%
Cc1ccc(S(=O)(=O)NC(C)(C)CN2CCNCC2)cc1,3%,1%,0%,-11%,0%,-5%,7,2%,-5%,-19%
O=C(O)c1ccc(OCCN2CCCC2=O)cc1,/,1%,2%,0%,0%,2%,0,0%,2%,3%
Cn1c(-c2sc3cc(C(F)(F)F)cnc3c2-c2ccccc2)n[nH]c1=S,32%,1%,3%,5%,54%[activator],-12%,-20,3%,-12%,3%
Cc1cc(Cl)ccc1OCC(=O)NCCCN1CCOCC1,1%,28%,-10%,7%,2%,9%,-13,3%,-6%,-2%
CSCCC(NC(=O)C1CCC(C)CC1)C(=O)O (stereo not drawn),2%,-15%,9%,-6%,4%,13%,3,0%,-4%,-10%
CC1(C)CC(=O)C2=C(C1)N(c1ccc(F)cc1)C(=O)C2(O)C(F)(F)F (stereo not drawn),2%,26%,-9%,-7%,-12%,17%,12,3%,1%,?
CSc1nnc(COc2ccc(C)cc2)n1N,0%[46.1 µM],5%,7%,5%,-6%,-1%,46,4%,-3%,2%
Fc1ccc(C2CC(c3ccccc3)n3ncnc3N2)cc1 (stereo not drawn),2%,-2%,8%,-2%,4%,-1%,-3,0%,-4%,17%
O=C(CNC(=O)c1ccccc1)NCC(=O)OCc1ccccc1Cl,-3%,2%,-2%,2%,-7%,15%,-5,-1%,-3%,-1%
O=Cc1c(Cl)cccc1Cl,-9%,3%,/,-6%,/,/,-1,1%,1%,1%
O=C(Nc1ccccc1)/C(=C\c1cccs1)NC(=O)c1ccccc1,-6%[46.1 µM],-5%,35%,4%,-12%,9%,22,4%,-1%,?
COCc1ccc(C(=O)N2CCCC(CNC(=O)c3ccc(F)cc3)C2)o1 (stereo not drawn),-4%,8%,15%,2%,?,3%,10,-3%,-1%,/
COc1ccc(C(=O)OCC(=O)NCC2CCCO2)c(F)c1 (stereo not drawn),11%,-7%,-6%,-5%,/,/,4,2%,-3%,/
O=C1CC(C(=O)Nc2ncccn2)C(c2ccccc2)O1 (stereo not drawn),-2%,0%,-8%,-5%,-4%,-5%,20,-1%,-4%,-5%
Cc1ccn2cc(CCNC(=O)Cc3cccs3)nc2c1,-2%,6%,-1%,0%,5%,-5%,-1,3%,-1%,11%

# Next section
SMILES,TCR act,A-T KAP1 phos,a7 integrin act,Mito fusion act,MBNL1-CUG inh,CXXC DNA block,TSHR antag,S-ASM inh,TSG101-PTAP inh,Menin MLL FP TR
Cc1cc(C)c(C(=O)Nc2ccc(S(=O)(=O)Nc3ccccn3)cc2)c(C)c1,0%,-1%,0%,7%,-4%,-9%,11,-5%,2%,17%
COc1ccc(-c2cc(C(F)(F)F)n3nc(C(=O)N4CCN(C(=O)c5ccco5)CC4)cc3n2)cc1,5%,7%,-13%,-1%,1%,6%,0,475%[activator],-4%,-21%
COc1ccc(CC(=O)NCc2ccc3c(c2)cc(C)n3C)cc1,-6%,-1%,10%,-5%,0%,-14%,-9,3%,-6%,-8%
CN(CC(=O)NCCCc1ccccc1)Cc1ccc(Br)cc1,2%,0%,11%,3%,-6%,-1%,-6,0%,-8%,?
CCCn1c(SCc2nc3sc(C)c(C)c3c(=O)[nH]2)nc2ccccc2c1=O,-3%,4%,4%,-3%,-12%,13%,-4,0%,9%,0%
CCOc1oc(-c2ccc(OC)cc2)nc1C(F)(F)F,1%,-5%,19%,-2%,-15%,12%,30,-3%,-2%,?
COc1ccccc1N(C)S(=O)(=O)c1ccc(C(=O)Nc2cc(OC)c(OC)c(OC)c2)cc1,-3%,/,2%,/,/,/,/,-8%,-4%,/
CCOc1ccc(NC(=S)N(CCCN2CCOCC2)Cc2cn(C)c3ccccc23)cc1,6%,-10%,-13%,-3%,/,6%,11,2%,-3%,-12%
Cc1cc(Cl)nc(Cl)c1C(=O)NC(=O)NCCC(C)C,0%,0%,24%,-11%,-3%,0%,-6,-4%,-2%,-7%
Cc1ccc(C(=O)Nc2ccc3ccccc3n2)cc1,1%,18%,11%,24%,4%,2%,-4,0%,-5%,-1%
CCOC(=O)c1c(NC(=O)CCl)sc(CN(C)C)c1-c1ccccc1,-2%,-9%,-67%[inhibitor],-18%,-3%,16%,-8,-1%,0%,-15%
C=CCN1C(=O)c2ccccc2Sc2ccc(C(=O)N3CCN(C)CC3)cc21,1%,-7%,-24%,1%,-4%,-1%,-6,3%,-2%,4%
Cc1ccc(C2(C)NC(=O)N(CC(=O)NNC(=O)c3ccccc3F)C2=O)cc1 (stereo not drawn),-11%,2%,8%,-1%,/,/,22,-7%,0%,/
O=C(NCCCN1CCOCC1)Nc1ccc(Cc2ccc(NC(=O)NCCCN3CCOCC3)cc2)cc1,/,2%,?,0%,-6%,1%,-1,0%,0%,-6%
CCCCC(=O)Nc1ccc(Br)cc1C(=O)O,7%,4%,?,5%,-15%,3%,-6,5%,-13%,13%
Cc1ccc(S(=O)(=O)N(CC(=O)NCc2cccnc2)C2CCCCC2)cc1,-2%,0%,12%,6%,2%,-2%,12,-2%,-12%,-29%
CC1(c2ccccc2)NC(=O)N(CC(=O)Nc2ccccc2N2CCCC2)C1=O (stereo not drawn),-3%,0%,-1%,0%,/,/,16,3%,-3%,/
Cc1oc(/N=C/c2ccccc2O)c(C#N)c1C,/,16%,9%,3%,15%,-8%,-20,-1%,/,-18%
Cc1ccc(S(=O)(=O)/N=C2/NC(=O)/C(=C/c3ccccn3)S2)cc1,-2%,-3%,-8%,9%,13%,2%,-14,4%,-2%,39%[activator]
CNc1ncc(-c2nnnn2-c2ccccc2)c(-c2ccccc2)n1,3%,8%,-9%,-2%,/,-7%,-12,4%,5%,/
Cc1noc(C)c1NC(=O)Nc1cccc2c1O[C@@H](CN(C)C)[C@@H](C)CN([C@H](C)CO)C2=O,1%,2%,12%,/,/,/,4,0%,0%,/
C=CCc1ccccc1OCC(O)Cn1ccnc1C (stereo not drawn),0%,0%,23%,0%,-3%,9%,-6,2%,-10%,-7%
Cc1sc(NC(=O)/C=C/c2ccco2)c(C(=O)O)c1C,9%,-8%,4%,13%,?,13%,-10,-7%,-2%,/
Cc1ccccc1CNC(=O)CCC(=O)N1CCOc2ccc(Cl)cc21,0%,-2%,2%,3%,2%,/,-5,2%,-1%,7%
O=C(O)c1ccc2c(c1)C(=O)N(Cc1ccc3c(c1)OCO3)C2=O,0%,/,1%,0%,?,9%,-32,0%,-5%,-4%

# A portion of the library; the hit share may differ from the screen's.
